From PubChem
Casp6 inh – caspase-6 (human) enzyme inhibition; purified caspase-6, Z-VEID-R110 cleavage fluorescence; inhibition, % at 12.5 µM; 0.53% of 350,000 active;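 active means mean inhibition across replicates at least about 35%, with every replicate also reaching that limit, limit read from the data; inconclusive means only one of the two criteria met; inactive means neither criterion met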;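 further: 0% = median of neutral control wells and 100% = no fluorescence left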
PglD DTNB – inhibitors of Campylobacter jejuni PglD acetyltransferase; purified PglD enzyme, DTNB colorimetric CoA detection; inhibition, % at 12.5 µM; 0.098% of 360,000 active; AID 602405; in the data active means inhibition above about 16%, passing the limit was not always enough; inconclusive means no clear call, values can overlap the other calls; further: strong numbers were not always called active
E-selectin induc – induces E-selectin expression in human endothelial cells | P16581 | HUVEC E-selectin immunofluorescence imaging; normalized: neutral wells 0, TNF-alpha wells 100 | activation, % at 7.58 µM | 0.37% of 260,000 active | AID 686992;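 active means mean E-selectin-positive cell signal at least 10% of the positive control, reached in at least 60% of replicates, without over 20% cell loss; inconclusive means no rule given, readout overlaps actives, possibly toxicity-flagged; inactive means the rest, including those meeting only one limit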;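 further: in these data hits start at about 27%; measured in HUVEC primary endothelial cells; signal is the percent of cells scored E-selectin positive by PE staining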
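System: HUVEC, human umbilical vein endothelial cells; quantity: 3,000 cells/well; buffer or medium: EGM-2 medium, gelatin-coated wells; dosing: single-point compound dose; detection: immunofluorescence imaging; evaluation: % PE-positive cells; benchmarks: TNF-alpha, DMSO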
esBAF inh – inhibitors of esBAF chromatin remodeling in mouse ES cells. reporter increase, % at 12.5 µM. AID 602393. Bmi1-luciferase knock-in reporter, 24 h; 100% = twice the neutral-well signal. 2% of 350,000 active; in the data active means activation above about 40%; inconclusive means no clear call, values can overlap the other calls;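 further: 0% = median of the plate's neutral control wells and 100% = double that signal; a rise in the Bmi1 reporter signal indicates esBAF inhibition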
ERp5 inh – ERp5 (human) disulfide isomerase inhibition; 0.05% of 350,000 active; AID 651711; inhibition, % at 9.99 µM; ERp5 insulin aggregation, absorbance 650 nm, 90 min;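 active means mean replicate inhibition above about 25%, with every replicate also reaching it, limit read from the data, passing the limit was not always enough; inconclusive means only one of those two criteria met; inactive means neither criterion met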
Target sequence (Q15084 whole entry, looked up): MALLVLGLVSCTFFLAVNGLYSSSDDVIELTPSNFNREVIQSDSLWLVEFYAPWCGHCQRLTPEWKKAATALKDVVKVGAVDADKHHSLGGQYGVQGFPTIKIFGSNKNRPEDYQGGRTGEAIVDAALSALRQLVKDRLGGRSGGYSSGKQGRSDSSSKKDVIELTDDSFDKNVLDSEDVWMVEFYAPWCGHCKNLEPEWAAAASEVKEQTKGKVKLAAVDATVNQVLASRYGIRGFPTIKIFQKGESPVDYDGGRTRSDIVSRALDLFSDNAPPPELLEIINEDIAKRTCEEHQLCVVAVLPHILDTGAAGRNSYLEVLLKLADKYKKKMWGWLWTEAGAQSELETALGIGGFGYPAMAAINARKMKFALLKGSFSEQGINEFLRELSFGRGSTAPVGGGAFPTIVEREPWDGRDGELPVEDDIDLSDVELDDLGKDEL
RAD52 anneal inh – inhibitors of human RAD52 DNA annealing | inhibition, % at 18.7 µM | 0.46% of 360,000 active | P43351 | recombinant RAD52 DNA annealing, FRET fluorescence;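 active means every replicate showing at least 50% inhibition; inconclusive means mean inhibition at least 50% but not in every replicate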
Target sequence (P43351 whole entry, looked up): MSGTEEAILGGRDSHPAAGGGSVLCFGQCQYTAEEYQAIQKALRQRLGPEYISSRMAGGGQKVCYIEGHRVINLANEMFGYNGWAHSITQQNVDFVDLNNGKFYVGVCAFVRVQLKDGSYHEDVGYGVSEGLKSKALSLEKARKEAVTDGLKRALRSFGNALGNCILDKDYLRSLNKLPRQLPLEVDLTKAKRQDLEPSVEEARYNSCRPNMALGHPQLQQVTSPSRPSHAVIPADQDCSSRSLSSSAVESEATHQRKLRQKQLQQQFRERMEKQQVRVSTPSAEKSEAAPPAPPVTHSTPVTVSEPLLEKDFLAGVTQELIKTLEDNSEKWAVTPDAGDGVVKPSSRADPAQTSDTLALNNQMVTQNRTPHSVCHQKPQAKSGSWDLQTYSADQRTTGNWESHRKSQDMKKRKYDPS
ARNT-TACC3 inh – disruptors of human ARNT/TACC3 interaction; Q9Y6A5; AlphaScreen His-ARNT PAS-B/GST-TACC3 binding, luminescence; TACC3 fragment carries E629A point mutation; inhibition, % at 9.99 µM; 0.66% of 390,000 active; AID 623870;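 active means mean inhibition of replicates at least 50% and at least half of replicates each reaching 50%; inconclusive means half or more replicates reach 50% but mean below 50%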;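 further: 0% = complete ARNT plus TACC3 wells and 100% = ARNT alone without TACC3; many hits fall short of the cut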
RAD54 branch – RAD54 (human) branch migration inhibition | RAD54 Holliday junction branch migration, FAM/BHQ fluorescence | inhibition, % at 10.4 µM | 0.14% of 360,000 active | AID 602329;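 active means mean normalized replicate activity at least 40 and at least half of replicates scoring 40 or more; inconclusive means only one of the two criteria met; inactive means mean below 40 and under half of replicates reaching 40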;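 further: 0% = median of neutral control wells and 100% = median of positive control wells; inhibitors cause a drop in the FAM fluorescence signal; in these data hits start at about 50%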
Starred values were filed as active, the others as inactive; ? = inconclusive; / = not tested or not shown.

SMILES	Casp6 inh	PglD DTNB	E-selectin induc	esBAF inh	ERp5 inh	RAD52 anneal inh	ARNT-TACC3 inh	RAD54 branch
COc1ccccc1CNC(=O)CN1C(=O)NC2(CCCCCCC2)C1=O	-2.7	-2.7	-0.1	-4.2	2.6	-6.7	-16.7	5.1
C[C@H]1CN([C@@H](C)CO)C(=O)c2cccc(NC(=O)Nc3ccc(C(F)(F)F)cc3)c2O[C@H]1CN(C)C(=O)Nc1ccc(F)cc1	0.8	-2.8	-0.4	6.8	-0.2	13.9	-3.8	4.5
Cc1cccc(-n2ncc3c(NCc4cccs4)ncnc32)c1	/	4.5	/	55.9*	/	/	-1.6	14.2
CC1CC(C)CN(C(=O)CSc2ccsc2[N+](=O)[O-])C1 (centres undefined)	2.6	2.1	1.3	/	0.6	-11.6	0.4	6.9
Cc1ccc(S(=O)(=O)N[C@H]2CC[C@@H](CC(=O)NCCN3CCCCC3)O[C@H]2CO)cc1	-12.4	-1.2	0.1	4.9	-0.3	-8.1	/	6.1
Cc1noc(C)c1S(=O)(=O)Nc1ccc2c(c1)C(=O)N([C@@H](C)CO)C[C@H](C)[C@H](CN(C)C(=O)NC(C)C)O2	2.1	0.5	0.2	-1.1	8.2	/	-3.3	4.8
CNC(=S)NCc1ccc2[nH]c3c(c2c1)CCCC3	5.3	/	/	/	3.2	-4.1	7.9	/
COC(C/C=C/[C@@H](O)[C@@H](C)OCc1ccccc1)OC	-2.9	-0.8	0.1	/	-12.3	-8.6	4.2	-10.5
O=C(Oc1ccccc1Cl)c1ccccc1P(=O)(O)O	/	-3.8	/	-6.5	/	/	-1.5	-4.6
C/C(=N/NC(=O)c1nnn(-c2nonc2N)c1COc1ccccc1)c1ccccc1	2.1	5.2	/	-5.6	-0.1	-25.5	-4.6	6.5
COc1ccc(N2CCN(c3ncnc4sc(C(=O)NCC5CCCO5)c(C)c34)CC2)cc1 (centres undefined)	-1.8	/	0.2	-0.7	4.3	-0.2	-18.1	-0.4
Cc1ccc(C)c(NC(=S)N2CCCCCC2)c1	/	0.3	/	5.5	/	/	-3.4	-11.8

Pulled by structure from above, 2 records:
SMILES	Casp6 inh	PglD DTNB	E-selectin induc	esBAF inh	ERp5 inh	RAD52 anneal inh	ARNT-TACC3 inh	RAD54 branch
C/C(=N/NC(=O)c1nnn(-c2nonc2N)c1COc1ccccc1)c1ccccc1	2.1	5.2	/	-5.6	-0.1	-25.5	-4.6	6.5
COc1ccccc1CNC(=O)CN1C(=O)NC2(CCCCCCC2)C1=O	-2.7	-2.7	-0.1	-4.2	2.6	-6.7	-16.7	5.1

Next section
SMILES	Casp6 inh	PglD DTNB	E-selectin induc	esBAF inh	ERp5 inh	RAD52 anneal inh	ARNT-TACC3 inh	RAD54 branch
Cc1ccc(NC(=O)CN(Cc2ccco2)Cc2ccccc2O)cc1C	0.2	1.6	0.0	34.8	0.2	-24.0	-3.7	7.9
Cc1ccc(NC(=O)CCC(=O)N/N=C/c2ccccc2O)cc1	-4.0	-4.7	-0.1	8.5	-0.5	1.6	-6.5	11.4
Cc1csc(NC(=O)c2cc(=O)[nH]c3ccc(S(=O)(=O)N4CCOCC4)cc23)n1	5.0	-3.5	2.7	-10.3	0.7	-23.0	28.3	2.1
O=C1/C(=C/c2cccnc2)SC(=S)N1c1ccc(O)cc1	3.2	6.7	-0.4	2.9	10.4	-9.6	1.2	-7.9
O=C1CSC(c2ccccc2[N+](=O)[O-])N1CCc1ccccc1 (centres undefined)	0.9	/	/	/	-0.1	-16.6	4.0	/
COc1ccc(C2Nc3ccccc3NC3=C2C(=O)CC(C)(C)C3)cc1 (centres undefined)	1.6	0.6	0.7	49.9	-11.3	-38.5	-2.1	-42.4
C/C=C/c1ccc2c(c1)O[C@H](CN(C)CCC)[C@H](C)CN([C@@H](C)CO)S2(=O)=O	0.1	2.7	0.0	-2.1	2.6	6.8	2.5	-5.0
CCOc1ccc(OCCC(=O)N(CC)CC(=O)NCc2cccs2)cc1	4.0	4.5	/	6.5	0.7	-3.3	-1.3	-5.1
C=C(C)CNC(=S)NNC(=O)c1ccc(Br)cc1	0.2	1.4	/	/	3.4	-4.8	0.3	-2.2
C=CCNC(=O)c1onc(CSc2cccc(OC)c2)c1C(=O)NCC=C	0.6	7.8	0.4	6.9	0.5	-3.8	-28.4	-3.6
COc1ccccc1CC(=O)NCCc1c[nH]c2ccccc12	2.3	0.2	/	-1.3	3.2	-18.7	4.4	-1.7
CCC1CCCCN1C(=O)Cn1c(=O)n(CCC(=O)NCc2ccco2)c(=O)c2sccc21 (centres undefined)	/	-0.4	/	-5.0	/	/	-2.5	-10.4
CCCCCCCNC(=O)C1(CC2CC(c3ccc(Cl)cc3)=NO2)CCN(C(=O)c2ccccc2)CC1 (centres undefined)	-3.5	4.7	-0.2	-6.5	-2.1	-17.3	-0.6	-20.3
O=C(COc1ccc(F)cc1Cl)Nc1nc(-c2ccccn2)cs1	2.0	-3.5	5.6	5.7	5.5	-24.0	48.2*	7.9
Cc1cccc(C)c1-c1ccc(CN2C(CC(C)C)C(=O)N(Cc3cn(CC4CCCCC4)nn3)CCS2(=O)=O)cc1 (centres undefined)	-2.3	0.1	-1.7	-6.7	-1.8	-4.5	-13.0	-0.1
O=C(COC(=O)CCSc1ccccc1Cl)Nc1ccc(F)cc1F	0.7	/	/	/	-1.4	-0.5	-1.2	/
Cc1ccccc1OCC(=O)NC(=S)Nc1ccc(N2CCOCC2)c(Cl)c1	/	-3.4	/	-1.7	/	/	-1.5	-2.6
Cc1cc(C)c(C)c(S(=O)(=O)N2CCN(CC(=O)c3c(N)n(Cc4ccccc4)c(=O)n(C)c3=O)CC2)c1C	1.7	-1.8	/	/	3.0	-4.0	1.8	10.3
Cc1ccc2cc(C#N)c(SCC(=O)NCC3CCCO3)nc2c1 (centres undefined)	/	1.1	/	-5.1	/	/	3.1	-19.4
Cc1cnc(C(=O)OCC(=O)Nc2cc(Cl)cc(Cl)c2)cn1	-0.8	-1.7	/	-6.0	-9.6	-10.2	-1.0	-3.8
Nc1[nH]ncc1-c1ccccc1	-1.5	/	/	0.0	-7.0	9.4	-24.5	/
COc1ccc(NC(=O)Nc2ccc3c(c2)[C@@H]2C[C@H](CC(=O)NCCc4ccccc4)O[C@@H](CO)[C@@H]2O3)cc1	3.5	3.3	0.4	6.2	-0.9	10.5	-3.8	2.0
COc1ccc(-n2nc(C(=O)NCC(=O)NCCc3ccc(OC)c(OC)c3)c3ccccc3c2=O)cc1Cl	-3.3	3.0	-0.1	0.6	0.8	-7.5	30.4	6.5
O=c1c2ccccc2nnn1CCN1CCOCC1	0.1	/	/	/	-1.3	-8.2	0.9	/
CC(C)(C)OC(=O)NCCCCCc1nnc(SCc2c(F)cccc2Cl)o1	-6.0	-1.0	2.4	/	-2.1	-7.5	-18.4	2.8
CCN(CC)CCCNC(=O)c1nn(-c2ccc(OC)cc2OC)c(=O)c2ccccc12	/	-2.2	/	-3.3	/	/	4.0	-6.1
COCCNC(=O)c1ccc2c(=O)n(CCCN3CCCC3=O)c(=S)[nH]c2c1	6.8	/	0.0	-0.9	?	-2.2	-0.7	/
C[C@H]1CN([C@@H](C)CO)S(=O)(=O)c2ccc(C#CC3CC3)cc2O[C@H]1CN(C)C(=O)CN(C)C	-0.8	0.1	0.2	-3.4	-7.0	-2.7	-1.3	7.0
CC(C)(C)n1ncc2c(=O)n(CC(=O)NCCc3ccccc3)cnc21	-6.3	4.7	/	21.5	2.5	-16.3	-2.3	1.9
CC(C)C[C@H](NC(=O)c1[nH]cnc1C(=O)N[C@H](C)c1ccccc1)C(=O)OCc1ccccc1	/	-0.3	0.1	-8.5	/	/	7.6	-5.4
COc1ccc(C#Cc2c(-c3ccc(OC)cc3)oc3ccc(-c4ccc(OC)cc4)cc23)cc1	1.4	5.8	-0.1	-7.8	-2.6	-22.6	/	-1.1
CO[C@H]1CN(C)C(=O)c2cc(NC(=O)Nc3cccc(F)c3)ccc2OC[C@H](C)N(C)C[C@@H]1C	-1.9	2.1	0.4	1.6	1.8	28.8	-2.7	4.7
CC(=O)Oc1ccc2c(=O)oc(-c3ccccc3C)nc2c1	1.1	-2.3	/	-5.0	-1.3	-0.8	-0.4	4.4
N#Cc1ccc(/C=C2\CCCCn3c2nc2cc(C(=O)O)ccc2c3=O)cc1	-2.7	-3.6	/	-8.0	-2.9	-2.7	/	9.5
CC1C(=O)CCCCCCCCCC2C1(N1CCOCC1)CS2(=O)=O (centres undefined)	/	-2.0	/	-1.2	/	/	-0.8	-5.0
O=C(C[C@H]1CC[C@@H]2[C@H](COC[C@H](O)CN2C(=O)c2cccnc2)O1)NCC1CC1	/	-1.6	-0.1	-1.9	/	/	13.6	-21.3

Single entries from the entries so far.
N#Cc1ccc(/C=C2\CCCCn3c2nc2cc(C(=O)O)ccc2c3=O)cc1 | RAD54 branch: 9.5
CC(C)(C)n1ncc2c(=O)n(CC(=O)NCCc3ccccc3)cnc21 | RAD54 branch: 1.9
CCN(CC)CCCNC(=O)c1nn(-c2ccc(OC)cc2OC)c(=O)c2ccccc12 | PglD DTNB: -2.2
CC1C(=O)CCCCCCCCCC2C1(N1CCOCC1)CS2(=O)=O (centres undefined) | ARNT-TACC3 inh: -0.8
COCCNC(=O)c1ccc2c(=O)n(CCCN3CCCC3=O)c(=S)[nH]c2c1 | ARNT-TACC3 inh: -0.7

(more compounds)
SMILES	Casp6 inh	PglD DTNB	E-selectin induc	esBAF inh	ERp5 inh	RAD52 anneal inh	ARNT-TACC3 inh	RAD54 branch
C[C@@H]1CN([C@H](C)CO)C(=O)Cc2cc(NC(=O)NC3CCCCC3)ccc2O[C@H]1CN(C)CC1CCCCC1	3.8	2.0	0.5	-1.6	0.0	-2.8	4.6	-1.3
COc1ccccc1C1C2=C(N=C3SCC(=O)N31)c1ccccc1CC2 (centres undefined)	/	2.5	/	-10.1	/	/	4.6	-5.7
O=C1CC(c2ccsc2)c2cc3c(cc2N1)OCCO3 (centres undefined)	0.5	-3.2	0.0	0.8	2.8	-3.1	-1.7	-10.0
CC1=CC(=O)C(C(C)C)=C/C1=N/OC(=O)c1cccc([N+](=O)[O-])c1	-0.1	-2.7	/	-3.7	-4.5	-1.8	-9.3	-9.4
CC(C)(C)c1nc(SCC(=O)NNC(=O)c2ccccc2)c2ccccc2n1	1.1	1.9	/	5.1	-2.0	-17.0	7.4	6.8
COc1cc(OC)c(C2C(C#N)=C(C)NC(C)=C2C#N)c(C(=O)O)c1	-0.9	-1.1	-0.1	-8.0	-2.4	-4.0	4.1	-15.0
C[C@@H]1CN([C@H](C)CO)S(=O)(=O)c2ccc(-c3ccc(F)cc3)cc2O[C@H]1CN(C)C(=O)C1CCCCC1	2.5	0.5	0.1	2.5	-1.2	13.6	-7.3	5.7
CC(C)Oc1ccc(CCC(=O)N/N=C/c2ccc3c(c2)OCO3)cc1	-0.4	6.3	0.7	-5.3	-0.1	-5.7	-13.5	16.7
COc1cc(NC(=O)c2c3c(nc4ccccc24)CCC3)cc(OC)c1	/	-0.2	/	-0.1	/	/	2.4	-7.6
CN(C)C(=O)c1ccc(-c2ccc([C@@H]3[C@@H](C#N)N(S(C)(=O)=O)[C@H]3CO)cc2)cc1	1.0	-0.1	-0.1	-2.5	2.9	-9.3	0.6	-3.5
CCCCN(C(=O)CSCc1c(C)noc1C)c1c(N)n(CCCC)c(=O)[nH]c1=O	4.6	-0.4	/	-1.8	-1.4	7.1	/	2.5
CCc1ccc(NC(=O)C2CCN(C(=O)N3CCOc4ccccc43)CC2)cc1	1.0	2.2	/	-22.3	1.3	-11.4	1.1	-1.0

Rows were taken by chance; about 3.2% have a hit in one of these screens.
